# Screening data deposited in PubChem by Sanford-Burnham Center for Chemical Genomics.
# DNMT1 block = inhibitors of human DNMT1 | P26358 | DNMT1 molecular beacon, Hinp1I cleavage, fluorescence | inhibition (reported as % activation of signal), % at 10 µM | 360,000 compounds, 0.83% hits; in the data active means inhibition above about 50%
# LMPTP inh = LMPTP (human) inhibition. inhibition, % at 20 µM. P24666. recombinant LMPTP-A, OMFP fluorogenic substrate, fluorescence intensity. 360,000 compounds, 0.22% hits. AID 651560;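 active means compounds that cut the enzyme signal by at least half of the control window in the single-dose screen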;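 further: plate controls were DMSO wells with enzyme plus substrate for no effect and substrate without enzyme for full effect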
#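 Test system: LMPTP-A, protein tyrosine phosphatase of low molecular weight; Input: 0.625 nM enzyme; Incubation: 50 min dark incubation at room temperature; Signal: endpoint fluorescence intensity from OMFP dephosphorylation; Read-out basis: % inhibition versus control wells.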
# SKN-1 inh = C. elegans SKN-1 inhibition | C. elegans VP596 Pgst-4::GFP/RFP ratio, acrylamide-induced, 24 h | inhibition, % at 21.8 µM | 360,000 compounds, 0.49% hits;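 active means interference check ratio from 0.5 to 1.5 plus GFP to RFP signal ratio inhibition reaching or exceeding a fixed threshold, cut at about 30% in these data, passing the limit was not always enough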; further: some compounds called inactive have numbers as strong as hits
# Rpn11 block = Rpn11 (human) deubiquitinase inhibition; AID 588493; calls only at 20 µM; 360,000 compounds, 0.59% hits; O00487; human 26S proteasome, Ub4-pepOG fluorescence polarization; 20S core pre-blocked with epoxomicin;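 active means inhibition at 20 µM, scaled to each plate's controls, above about 33%, limit read from the data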
# Scp1 inh = blocks human Scp-1 phosphatase activity. Q9GZU7. Recombinant Scp1, phosphopeptide, malachite green phosphate absorbance. 340,000 compounds, 0.88% hits. inhibition, % at 20 µM;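 active means inhibition above about 50% at 20 µM, limit read from the data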;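 further: plate controls were DMSO wells with enzyme for no effect and wells lacking enzyme for full effect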
#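 Incubation: 45 min enzyme reaction at room temperature / System: truncated SCP-1 phosphatase (76-261aa) / Reagent: Phospho 17-mer peptide substrate / Buffer or medium: Acidic Tris acetate buffer with magnesium and detergent / Signal: absorbance at 630 nm / Doses: one concentration, 20 µM, with 1.0% DMSO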
# SUMO1-SIM PPI = modulators of human SUMO1-mediated protein-protein interactions | P63165 | inhibition, % at 20 µM | SUMO1 binding to a labelled peptide, TR-FRET, 1 h | 360,000 compounds, 0.33% hits; in the data active means inhibition above about 37%
# Target sequence (P63165 whole entry, looked up): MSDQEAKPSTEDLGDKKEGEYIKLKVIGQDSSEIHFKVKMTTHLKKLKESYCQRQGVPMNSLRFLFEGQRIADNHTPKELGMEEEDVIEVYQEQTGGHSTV
# CendR NRP1 mod = modulators of CendR peptide binding to human neuropilin-1; inhibition, % at 25 µM; 360,000 compounds, 0.85% hits; AID 602438; O14786; FAM-RPARPAR peptide binding to NRP-1, fluorescence polarization;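 active means inhibition or corrected inhibition above about 18%, plus a signal ratio from 0.5 to 1.5, limit read from the data, passing the limit was not always enough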; further: strong numbers were not always called active
# Target sequence (O14786 whole entry, looked up): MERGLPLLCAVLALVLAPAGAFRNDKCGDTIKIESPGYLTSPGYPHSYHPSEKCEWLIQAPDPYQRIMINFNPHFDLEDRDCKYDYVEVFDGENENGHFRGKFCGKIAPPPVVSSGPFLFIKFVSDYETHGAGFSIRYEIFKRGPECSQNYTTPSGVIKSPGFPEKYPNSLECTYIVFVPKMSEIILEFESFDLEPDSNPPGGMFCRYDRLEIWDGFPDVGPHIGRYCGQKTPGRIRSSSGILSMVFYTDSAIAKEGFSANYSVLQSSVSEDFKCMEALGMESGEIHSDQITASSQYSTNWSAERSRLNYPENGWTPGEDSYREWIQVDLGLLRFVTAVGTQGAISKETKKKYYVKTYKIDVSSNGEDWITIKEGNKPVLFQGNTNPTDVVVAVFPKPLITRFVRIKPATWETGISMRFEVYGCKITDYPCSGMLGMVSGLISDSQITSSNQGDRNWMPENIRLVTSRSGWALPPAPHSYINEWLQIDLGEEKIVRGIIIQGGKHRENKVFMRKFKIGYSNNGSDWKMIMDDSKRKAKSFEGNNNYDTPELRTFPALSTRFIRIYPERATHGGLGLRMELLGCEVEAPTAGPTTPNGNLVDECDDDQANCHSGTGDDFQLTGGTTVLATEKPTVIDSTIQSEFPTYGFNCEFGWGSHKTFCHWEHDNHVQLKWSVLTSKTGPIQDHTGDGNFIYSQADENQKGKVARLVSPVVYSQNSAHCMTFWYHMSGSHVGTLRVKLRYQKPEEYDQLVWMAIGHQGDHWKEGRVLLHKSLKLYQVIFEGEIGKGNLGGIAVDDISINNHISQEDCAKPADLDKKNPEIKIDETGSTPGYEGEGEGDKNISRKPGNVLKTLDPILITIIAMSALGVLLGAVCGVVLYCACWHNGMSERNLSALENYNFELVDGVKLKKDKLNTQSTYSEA
# STEP block = STEP (human) phosphatase inhibition. P54829. 360,000 compounds, 0.25% hits. inhibition, % at 20 µM. recombinant STEP, OMFP fluorogenic substrate, fluorescence. AID 588621;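 active means inhibition at 20 µM, scaled per plate between control wells, above about 37%, limit read from the data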;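 further: 0% = DMSO with enzyme and substrate and 100% = substrate only without enzyme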
#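 Assay system: isolated STEP enzyme / Timing: 20 min at room temperature, dark / Doses: 20 µM, 1% DMSO / Technique: fluorescence intensity, excitation 480 nm, emission 540 nm / Reagent: fluorogenic phosphatase substrate OMFP at 25 µM final / Measure: percent inhibition scaled to no-enzyme and uninhibited-enzyme controls, plate-pattern corrected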
# MT1-MMP act inh = MT1-MMP (human) activation inhibition; HT1080 RFP-PRO-GFP cells, GFP/RFP ratio fluorescence, overnight; percent of plate control window, DMSO zero; 360,000 compounds, 0.061% hits; GFP/RFP ratio change, % at 20 µM;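 active means GFP/RFP ratio change of at least 30% with cell ATP level not reduced by more than half and red fluorescence within 50% of control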; further: strong numbers were not always called active
#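 Compound: 20 µM single dose, 1% DMSO / System: HT1080 RFP-PRO-GFP cells / Controls: DMSO and RFP-L50D-GFP cell wells / Read-out basis: GFP/RFP fluorescence ratio / Schedule: overnight compound exposure at 37 °C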
# NadD inh = NadD (S. aureus) enzyme inhibition; inhibition, % at 20 µM; 360,000 compounds, 0.78% hits; purified NadD enzyme, colorimetric absorbance read-out; in the data active means inhibition above about 26%; further: some compounds past the cut are filed as inactive
# Starred values were filed as active, the others as inactive; i = inactive; . = not tested or not shown. No enrichment for hits; 3.9% or so of the library scored in one or more.
SMILES,DNMT1 block,LMPTP inh,SKN-1 inh,Rpn11 block,Scp1 inh,SUMO1-SIM PPI,CendR NRP1 mod,STEP block,MT1-MMP act inh,NadD inh
CN(CC(=O)Nc1cccc(F)c1)C(=O)C1CCN(S(=O)(=O)c2ccc3c(c2)OCCO3)CC1,-10,-0.6,10,i,-6,3,3,-2,9,-6
COc1ccc(-c2nn(-c3ccccc3)cc2CNCCN2CCOC2=O)c(F)c1,-3,0.4,-9,i,-9,0,0,11,3,-5
CC(C)(C)NC(=O)C(c1ccccc1)n1c(=O)c(-c2ccco2)nc2ccccc21 (stereo not given),.,-0.8,-1,.,.,-5,-35,.,-11,.
COCc1nnc(NC(=O)C2CC(=O)N(C3CCCCC3)C2)s1 (stereo not given),4,-0.7,-3,i,-2,6,4,0,-3,2
O=C(NCc1ccccn1)c1cc2ccccn2n1,3,-1.1,-14,i,2,3,6,3,0,0
CCN(CC)c1ccc(NC(=O)CN2CCN(CC(=O)Nc3ccc(OC)cc3)CC2)cc1,-3,-1.2,-5,i,-11,-7,-2,2,1,-4
CC(C)c1nc(N2CCCC2)c(C#N)c2c1CCCC2,8,2.9,-9,i,0,2,-4,6,-7,16
CCCNC(=O)NC(=O)COC(=O)c1ccc(S(=O)(=O)N(C)c2ccccc2OC)cc1,4,0.5,-3,i,-9,2,9,-2,-2,2
NC(=O)CC(O)c1cccc(Cl)c1 (stereo not given),-1,-1.5,-5,i,-8,-4,2,2,-7,-5
COc1ccc(NC(=O)C2CCN(c3cnccn3)CC2)cc1Cl,0,-0.2,2,i,-2,1,7,-4,6,-2
CN(c1ccc(OCC(=O)Nc2ccccc2C(=O)O)cc1)S(=O)(=O)c1ccc(Cl)cc1,0,-0.3,21,i,0,13,-19,0,8,4
CCCn1nnnc1NC(=O)COc1ccc(CC)cc1,-2,-2.4,-1,i,-8,5,7,-5,7,10
COc1ccc(-n2cc(C(=O)c3cc(Cl)ccc3O)cc(C#N)c2=O)cc1,-6,0.6,1,i,-8,-18,-52,0,-12,0
CC(C)N1CCC1(C)C(=O)Nc1cc(-c2ccccc2)nn1C (stereo not given),1,-2.1,6,i,.,3,-4,-2,-3,-2
COc1ccc(C)cc1Nc1n[n+](-c2ccccc2)c(-c2cccc(Cl)c2Cl)s1,-6,2.9,8,i,2,-2,10,1,-5,11
N#Cc1cc([N+](=O)[O-])ccc1NC(=O)COC(=O)c1cnccn1,-1,-2.2,-10,i,-8,1,0,-4,2,-1
O=C(Nc1cccc(Cl)c1)C1CCCN(C2=NS(=O)(=O)c3ccccc32)C1 (stereo not given),0,0.4,15,i,3,5,6,-2,-7,2
C[C@H](CO)N1C[C@H](C)[C@H](CN(C)S(=O)(=O)c2ccc(C#N)cc2)OCc2cnnn2CCCC1=O,4,-3.1,14,i,.,2,-6,0,-1,3
COc1ccc(-c2oc3c(c2C#CC(C)(C)O)C(OC)CCC3)cc1 (stereo not given),.,0.0,12,.,.,-5,-1,.,3,-8
O=C(NCCc1ccc(Cl)cc1)C12CC3CC(CC(O)(C3)C1)C2,4,-0.9,-4,i,-2,-4,12,1,-2,-4
COc1ccc(S(=O)(=O)N2CCCN(CC(=O)Nc3cc(NC(C)=O)ccc3OC)CC2)cc1,1,-2.1,-3,i,3,-1,-14,-4,8,1
C/C(=N/Nc1ccnc2cc(Cl)ccc12)c1ccc(N)cc1,-11,9.0,18,i,-6,-36,-11,0,9,17
C[N+](C)(C)CCOP(=O)(O)OP(=O)([O-])OC[C@H]1O[C@@H](n2ccc(N)nc2=O)[C@H](O)[C@@H]1O,3,-0.2,4,i,-6,6,-3,-1,0,-2
O=C(CN1C(=O)COc2ccccc21)NC1CCCC1,1,1.0,14,i,-3,-1,0,-2,1,-2
O=c1[nH]cnc(O)c1C1C=CC=CC=C1,-2,-1.2,-4,i,16,-2,-6,0,-6,3

# Later entries
SMILES,DNMT1 block,LMPTP inh,SKN-1 inh,Rpn11 block,Scp1 inh,SUMO1-SIM PPI,CendR NRP1 mod,STEP block,MT1-MMP act inh,NadD inh
O=C(Cn1cc(-c2nnnn2-c2ccc(Cl)cc2)c(=O)c2ccccc21)c1ccccc1,7,2.2,17,i,-2,0,-2,1,4,15
Cc1ccc(C(=O)OCC(=O)Nc2ccccc2C(F)(F)F)cc1S(=O)(=O)N1CCCCC1,0,1.8,-1,i,-2,4,4,2,-1,-11
Cc1nc2nc[nH]n2c(=O)c1NC(=O)c1c(-c2ccccc2Cl)noc1C,2,-1.4,-12,i,-8,2,-2,-2,2,-1
COc1cc(NC(=O)CN2CCN(CC(=O)Nc3ccccc3OC)CC2)cc(OC)c1,-2,-0.1,-7,i,-16,3,-3,0,2,-11
CCN(CC)C(=O)Cn1cc(C(=O)C(=O)N2CCN(c3ccc([N+](=O)[O-])cc3)CC2)c2ccccc21,-4,2.0,-5,i,-13,-39,2,2,0,9
Cn1c(N)c(C(=O)COC(=O)c2ccc(Cl)c(S(=O)(=O)N3CCCC3)c2)c(=O)n(C)c1=O,2,-0.9,-9,i,-4,2,-4,-1,4,-2
CC(C)Cc1ccc(CN2CCCC(NC(=O)c3ccoc3)C2)cc1 (stereo not given),1,0.0,-3,i,-7,-1,2,-2,6,-8
O=C1Nc2cccnc2Sc2ccccc21,-3,0.1,16,i,-5,3,0,-2,1,3
CC(=O)/C(N=Nc1cc2c(c([N+](=O)[O-])c1C)C(C)(C)CC2(C)C)=C(\C)O,4,1.0,5,i,-7,4,-9,1,1,-2
O=C(OCC(=O)N(Cc1ccccc1)C1CCS(=O)(=O)C1)c1cc2c(s1)CCCC2 (stereo not given),-4,-0.1,-6,i,-2,-2,-7,-2,4,-3
CC(C)Oc1ccc(C(=O)NC2CCCCC2)cc1,3,-1.0,-6,i,-10,4,-5,4,-2,-6
COc1cc(OC)nc(NC(=O)COC(=O)C2CCCCC2)n1,2,0.3,28,i,0,-3,8,2,2,-3
C=CCN(CC=C)Cc1cc(=O)n2c(-c3ccccc3)csc2n1,-8,-0.1,13,i,1,-2,-11,1,-2,20
CSc1cccc(NC(=S)N(CCCN2CCC(C)CC2)Cc2cccs2)c1,0,-1.8,-11,i,9,2,-4,-1,0,-2
CCOC(=O)C1=C(C)NC(=O)NC1/C(C)=C/c1ccccc1 (stereo not given),2,-0.3,-5,i,0,-1,18,-1,-7,-5
O=C(CCN1CCOCC1)NNC(=S)NC(=O)c1ccc(Br)cc1,2,-0.8,10,i,-9,0,-4,-5,7,3
CCOc1ccccc1NC(=O)CCS(=O)(=O)c1cccc2nsnc12,-1,0.2,13,i,-6,-34,8,0,5,-2
CNc1ccc(/C=C\CCCO)cn1,-5,1.7,-3,i,.,-9,23,3,2,1
O=C(O)c1cc(-c2cccc3ccccc23)nc2ccccc12,1,-0.7,37*,i,-8,1,2,-2,1,0
COc1ccc(C2=Nc3ccccc3N(C(=O)c3ccc(C)cc3)C2C(=O)NCc2ccccc2)cc1 (stereo not given),.,4.4,4,.,.,-7,-19,.,-20,.
CCC(C(=O)NCCCc1ccccc1)c1ccccc1 (stereo not given),-5,0.3,4,i,-11,1,-4,-2,-3,-3
CCc1ccc(C(=O)NNC(=O)c2ccc(=O)n(C)n2)cc1,0,0.4,-6,i,-5,-3,12,-1,-2,-5
COc1cc(/C=C/C(=O)O)cc(S(=O)(=O)Nc2cccc(S(=O)(=O)N3CCOCC3)c2)c1OC,-1,-0.1,-10,i,-3,-3,3,-1,-3,-5
Cc1csc(C(=O)NCC(=O)NNC(=O)c2cccc(Cl)c2)c1,0,-0.6,7,i,-5,0,3,-3,-2,-4
COc1ccc(Cl)cc1S(=O)(=O)N1CCN(C)CC1,0,-1.1,2,i,0,5,3,-1,-2,-3

# Some of these compounds in order of the NadD inh value, low to high:
SMILES | DNMT1 block | LMPTP inh | SKN-1 inh | Rpn11 block | Scp1 inh | SUMO1-SIM PPI | CendR NRP1 mod | STEP block | MT1-MMP act inh | NadD inh
CC(=O)/C(N=Nc1cc2c(c([N+](=O)[O-])c1C)C(C)(C)CC2(C)C)=C(\C)O | 4 | 1.0 | 5 | i | -7 | 4 | -9 | 1 | 1 | -2
CNc1ccc(/C=C\CCCO)cn1 | -5 | 1.7 | -3 | i | . | -9 | 23 | 3 | 2 | 1
CCN(CC)C(=O)Cn1cc(C(=O)C(=O)N2CCN(c3ccc([N+](=O)[O-])cc3)CC2)c2ccccc21 | -4 | 2.0 | -5 | i | -13 | -39 | 2 | 2 | 0 | 9

# (further entries)
SMILES,DNMT1 block,LMPTP inh,SKN-1 inh,Rpn11 block,Scp1 inh,SUMO1-SIM PPI,CendR NRP1 mod,STEP block,MT1-MMP act inh,NadD inh
N#CCCSCc1ccc(C(=O)O)o1,3,-0.8,8,i,-5,4,4,1,1,-1
CCOC(=O)c1c(C)[nH]c(C)c1C(=O)COC(=O)c1cccc(C)c1O,-4,3.3,7,i,-12,2,6,-2,4,-7
Cc1csc(SCC(=O)N2CCCC2)n1,0,-1.1,19,i,2,-1,3,-1,5,11
O=C1C2CCCN2C(c2ccccc2)N1c1ccc(Cl)cc1 (stereo not given),0,-0.7,17,i,-4,0,9,0,4,0
O=C(O)CCCn1cc(NC(=O)COc2ccccc2[N+](=O)[O-])cn1,1,-2.4,1,i,7,-9,12,-1,2,-4
O=C(CN1CCN(c2ccccc2F)CC1)N1CCc2ccccc21,-4,-0.9,-7,i,1,5,3,0,2,-6
COc1cc(/C=C/C(=O)NCC2CCCCC2)cc(OC)c1OC,2,-0.5,9,i,-6,-4,0,2,3,0
O=C(NCCc1csc(-c2cccnc2)n1)c1ccccc1Br,-2,0.3,5,i,-4,-9,-1,1,-9,-5
O=C(N/N=C/c1cccn1-c1ccccc1)c1ccncc1,-7,0.2,-15,i,-8,-8,-7,2,-2,-5
CSCCNC(=O)c1ccc2nc(Cc3ccccc3F)oc2c1,0,-0.5,9,i,-12,1,2,-1,-5,-5
CC(=O)Nc1ccc(NC(=S)NC(=O)c2ccc([N+](=O)[O-])c(C)c2)cc1,0,-0.6,5,i,-10,-12,-8,-4,0,4
CCOC(=O)C1=C(C)N(C)C(=S)NC1c1ccc(Cl)cc1 (stereo not given),-5,-0.3,10,i,-8,2,-6,-3,-3,-2
CCCOC(=S)N/C(=N\S(=O)(=O)c1ccccc1)c1ccccc1,-9,0.8,17,i,-3,2,12,4,-10,2
NNC(=O)c1sc(-c2ccc(Cl)cc2)cc1N,-30,1.4,7,.,4,-16,-82,-4,-25,17
COc1ccc(-c2noc(CCC(=O)Nc3cc(Cl)c(OC)cc3OC)n2)cc1,-11,3.1,-3,i,-15,1,0,0,1,-15
O=C1c2cc(O)c(O)cc2S(=O)(=O)C1c1ccccc1 (stereo not given),1,-1.3,5,i,-1,6,-83,2,3,0
O=C(COC(=O)COc1ccc(Cl)cc1)NC1CCCCC1,-1,-2.0,-5,i,3,0,-1,-1,-3,-1
